PI4K2A block = inhibitors of human PI4K2A | activity change, negative = inhibition, % at 76.9 µM | Q9BTU6 | 0.13% of 420,000 active | purified PI4K2A, ADP-Glo luminescence, 1 h; active compounds read low; in the data active means activity change below about -50%; inconclusive means mostly about -30% to -49%;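 further: -100% = wells without enzyme as full effect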
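In this quantitative HTS, ADP production by PI4K2A was quantified luminescently after 1 h at ambient temperature; 100 microM adenosine served as plate-quality control.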
GLS inhibitor = glutaminase GLS (human) inhibition. 0.21% of 410,000 active. Potency, µM (series often up to 45.5 µM), inactives show top-dose activity change, negative = inhibition, actives largely listed as inhibitors. AID 624170. GLS enzymatic activity, qHTS titration. O94925; further: potency means the concentration at half of the fitted maximal effect; on the % scale 0 is the no-effect control and ±100 the full control effect
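hKGA; 45 mM KH2PO4 pH 8.2 + 0.02% Tween-20; cpd via pin tool; 1 mM Gln soln; GluOx/HRP/Amplex Red; RT 30 min; fluor. t0 & final.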
BAZ2B block = inhibitors of human BAZ2B bromodomain. AlphaScreen BAZ2B-H3K14Ac peptide displacement. Q9UIF8. AID 504333. 4.4% of 360,000 active. Potency, µM (series often up to 114 µM), without a hit: top-dose activity change, negative = inhibition, hits mostly inhibitors; further: potency means the concentration at half of the fitted maximal effect; on the % scale 0 is the no-effect control and ±100 the full control effect; nearly all actives have a fitted effect of over 60% in size
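Compounds, titrated to a top concentration of 110 uM, were incubated 30 min at room temperature with preformed BAZ2B/acetyl-K14 H3 peptide complex (50 nM each). Proximity signal was measured by AlphaScreen after 20 min with beads.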
ERG Ets-DNA blk = ERG Ets/DNA interaction inhibition; 0.028% of 370,000 active; fluorescence polarization, His-ERG Ets domain / labelled DNA; Potency, µM (titrated, usually from 76.9 µM), inactives show at the top dose FP activity, negative = inhibition, actives largely listed as inhibitors; P11308; AID 624246; active means well fitted inhibition curve with a large enough effect in the polarisation, with a control signal flat; inconclusive means small, poorly fitted or top-dose-only effect, or effect the other way, or a change in a side signal; inactive means no such curve, though single readings can be large or run the other way; the % refers to the polarisation;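 further: polarization taken with two DNA probes labelled with fluorescein and Texas red; potency means the concentration at half of the fitted maximal effect; % of control where 0% means no effect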
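His-tagged ERG Ets domain (1 uM in the protein solution; 300mM KCl, 50mM Tris-HCl, 1mM EDTA, 1mM DTT, pH 7.5) received compound, then a probe mix of 5 nM fluorescein-DNA and 100nM Texas-615-DNA. Fluorescence polarization was read for both dyes.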
Pin1 inh = inhibitors of human Pin1; Q13526; Pin1 FP peptide displacement, HiFluor488, 10 min; Potency, µM (titrated, usually from 115 µM), for inactives: at the highest dose activity, negative = inhibition, usual class: inhibitors; 0.009% of 390,000 active; AID 504891; active means well fitted inhibition curve with a large enough effect in the polarisation, with a control signal flat, not every such curve was filed as active; inconclusive means small, poorly fitted or top-dose-only effect, or effect the other way, or a change in a side signal; inactive means no such curve, though single readings can be large or run the other way; the % refers to the polarisation; further: potency means the concentration at half of the fitted maximal effect; on the % scale 0 is the no-effect control and ±100 the full control effect
Target sequence (Q13526 whole entry, looked up): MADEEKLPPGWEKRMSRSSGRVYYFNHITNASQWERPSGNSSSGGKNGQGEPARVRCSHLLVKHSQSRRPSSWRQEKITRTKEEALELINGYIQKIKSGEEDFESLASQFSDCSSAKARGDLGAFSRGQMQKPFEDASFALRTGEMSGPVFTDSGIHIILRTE
PGK inhibitor = T. brucei PGK inhibition | PGK/GAPDH coupled, Kinase-Glo luminescence, 60 min | Potency, µM (highest dose often 57.5 µM), for inactives: top-dose activity change, negative = inhibition, actives largely listed as inhibitors | 0.043% of 380,000 active | AID 602233; further: potency means the concentration at half of the fitted maximal effect; on the % scale 0 is the no-effect control and ±100 the full control effect; nearly all actives have a fitted effect of over 60% in size
Target sequence (P07378 whole entry, looked up): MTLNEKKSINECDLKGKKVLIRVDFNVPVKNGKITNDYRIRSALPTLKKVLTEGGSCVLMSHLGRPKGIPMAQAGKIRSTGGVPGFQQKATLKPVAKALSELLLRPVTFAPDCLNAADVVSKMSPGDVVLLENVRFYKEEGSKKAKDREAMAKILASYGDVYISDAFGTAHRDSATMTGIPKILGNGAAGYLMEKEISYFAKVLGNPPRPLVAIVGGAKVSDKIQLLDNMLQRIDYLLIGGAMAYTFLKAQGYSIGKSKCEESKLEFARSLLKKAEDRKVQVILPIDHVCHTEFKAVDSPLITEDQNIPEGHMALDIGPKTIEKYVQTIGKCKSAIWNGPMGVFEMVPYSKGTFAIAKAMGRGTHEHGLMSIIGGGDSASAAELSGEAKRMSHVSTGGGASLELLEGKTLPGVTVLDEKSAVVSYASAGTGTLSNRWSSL
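Luminescent ATP detection (Kinase-Glo Plus) follows a 60-minute room-temperature incubation, with wells lacking PGK as controls. Buffer: 100 mM TEA (pH 7.6), 5 mM MgCl2, 0.01% Tween-20. Coupling enzyme GAPDH (100 nM final) supplies unstable 1,3-BPG in-well.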
HP1b binding inh = inhibitors of HP1-beta chromodomain binding to methylated histone tails. Potency, µM (series often up to 114 µM), for the others: at the top dose activity change, negative = inhibition, usual class: inhibitors. 0.56% of 390,000 active. P83916. AlphaScreen HP1-beta / biotin-H3K9me3 peptide binding. AID 540317; further: potency means the concentration at half of the fitted maximal effect; nearly all actives have a fitted effect of over 70% in size; inactives centre near 23
Target sequence (P83916 whole entry, looked up): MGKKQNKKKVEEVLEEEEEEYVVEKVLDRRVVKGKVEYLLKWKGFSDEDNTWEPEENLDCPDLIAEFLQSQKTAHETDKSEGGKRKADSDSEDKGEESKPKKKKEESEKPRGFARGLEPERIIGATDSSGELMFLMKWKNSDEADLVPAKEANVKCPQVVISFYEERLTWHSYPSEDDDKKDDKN
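AlphaScreen: HP1-beta (50 nM) preformed 30 min with biotin-H3(1-18)K9me3 peptide (50 nM) in PBS pH 7.4, 0.01% Tween-20. Compound added for 30 min at RT, then streptavidin donor/nickel chelate acceptor beads (10 ug/mL) for 30 min.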
G9a inh = G9a (human) methyltransferase inhibition | Potency, µM (highest dose often 102 µM), for inactives: at the top dose activity, negative = inhibition, actives largely listed as inhibitors | Q96KQ7 | AID 504332 | 8.8% of 350,000 active | G9a H3K9 monomethylation, AlphaScreen, 2 h; further: potency means the concentration at half of the fitted maximal effect; on the % scale 0 is the no-effect control and ±100 the full control effect; nearly all actives have a fitted effect of over 75% in size
Target sequence (Q96KQ7 913-1193 limits assumed): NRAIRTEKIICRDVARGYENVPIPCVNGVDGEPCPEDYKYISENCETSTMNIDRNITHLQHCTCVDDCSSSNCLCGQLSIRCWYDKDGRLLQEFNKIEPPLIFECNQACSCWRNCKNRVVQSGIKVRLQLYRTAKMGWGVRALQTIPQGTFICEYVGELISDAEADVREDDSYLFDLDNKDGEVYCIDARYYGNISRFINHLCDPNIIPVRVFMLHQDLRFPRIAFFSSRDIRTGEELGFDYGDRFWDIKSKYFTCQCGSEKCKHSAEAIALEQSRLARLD
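Quantitative HTS format: methyltransferase activity on a biotin-tagged H3K9 peptide is measured by AlphaScreen, using a rabbit anti-monomethyl-H3K9 antibody with streptavidin donor and anti-IgG acceptor beads. Final levels are 20 nM enzyme, 500 nM peptide, 20 uM SAM; 2 h RT.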
JMJD2A Tudor = blocks the human JMJD2A Tudor domain. O75164. AlphaScreen JMJD2A-Tudor / H3K4me3 peptide binding. Potency, µM (doses to about 114 µM), for the others: top-dose activity change, negative = inhibition, most hits filed as inhibitors. 4.4% of 390,000 active. AID 504339; further: potency means the concentration at half of the fitted maximal effect; on the % scale 0 is the no-effect control and ±100 the full control effect; nearly all actives have a fitted effect of over 50% in size
* marks the source's active call; other numbers are inactive results; i = inactive; ? = inconclusive; nt = not tested or not shown; [ ] = another dose, or the depositor's remark. Unless noted, the call rests on the fitted dose curve; in most records, active means well fitted curve in the direction sought with a large enough effect; inconclusive means small, poorly fitted or top-dose-only effect, or another doubt; inactive means no such curve, though single readings can be large; an effect the other way counts as inactive or inconclusive. Not a hit list; overall some 11% were active at least once.

Compound | PI4K2A block | GLS inhibitor | BAZ2B block | ERG Ets-DNA blk | Pin1 inh | PGK inhibitor | HP1b binding inh | G9a inh | JMJD2A Tudor
NC(=O)c1ccc(NC(=O)COC(=O)C2CC3C=CC2C3)cc1 (stereo unspecified) | -3 | -2% | nt | 5% | 2% | 7% | 14% | nt | -13%
CCCc1cc(=O)[nH]c(SCC(=O)N2N=C(c3ccc(Cl)cc3)CC2c2ccco2)n1 (stereo unspecified) | 5 | -6% | -34% | nt | 14% | -10% | 12% | ? | -14%
O=C(O)CCN(Cc1ccccc1)S(=O)(=O)c1c(Cl)cccc1Cl | -2 | 2% | 5% | -12% | -3% | -1% | 25% | ? | -3%
C#CC(C)(CC)NC(=O)Cn1nnc(-c2ccc(S(C)(=O)=O)cc2)n1 (stereo unspecified) | -10 | 3% | -2% | -4% | -10% | 2% | 15% | 17%[2.33 µM] | -12%
CC(Nc1cc(=O)n(C)c(=O)n1C)c1ccccc1 (stereo unspecified) | -11 | -1% | 0% | -6% | -14% | -1% | 17% | -3%[59 µM] | 1%
COc1ccc(CCNC(=O)C/C(C)=N/NC(=O)c2ccc([N+](=O)[O-])cc2Cl)cc1OC | 3 | -1% | 3% | 5% | 0% | i | 38% | 16% | -2%
COc1ccc(-n2nc3c(N)n[nH]c3cc2=O)cc1 | -1 | 0% | -17% | 3% | ? | 2% | 30% | 50µM* | -10%
COC(=O)Cc1c(C)c2ccc(OC3CCCCC3=O)c(C)c2oc1=O (stereo unspecified) | 2 | 2% | 11% | -3% | -3% | -6% | 4% | -7% | -18%
CCCNS(=O)(=O)c1ccc(OCC(=O)NCc2ccc3c(c2)OCO3)cc1 | 1 | -5% | -2% | 9% | 1% | -5% | 29% | 2%[12.7 µM] | -7%
COC(=O)c1cccc(NC(=O)/C(=C\c2ccccc2)NC(=O)c2ccccc2Cl)c1 | 2 | 4% | 5% | nt | -2% | 3% | 22% | ? | -13%
CC(=O)c1sc(N/N=C\c2ccc(N(C)C)cc2)nc1C | 3 | 11% | -1% | 1% | 27% | 0% | 41%[activator] | 4%[0.501 µM] | -7%
COc1ccc(N2CCN(S(=O)(=O)CC34CCC(CC3=O)C4(C)C)CC2)cc1 (stereo unspecified) | 3 | 6% | -9% | -2% | 1% | i | 2% | nt | -30%

Later entries:
Compound | PI4K2A block | GLS inhibitor | BAZ2B block | ERG Ets-DNA blk | Pin1 inh | PGK inhibitor | HP1b binding inh | G9a inh | JMJD2A Tudor
C/C(=N\NC(=O)C1CC1(c1ccccc1)c1ccccc1)c1cccc([N+](=O)[O-])c1 (stereo unspecified) | 5 | 0% | 1% | 1% | 1% | 0% | -2% | 28%[59 µM] | -12%
O=C(Cn1cnc2ccccc21)Nc1cccc(S(=O)(=O)N2CCCC2)c1 | -19 | 3% | 0% | -9% | 2% | 1% | 24% | ? | -21%
C/C(=N\NC(=O)CCC(=O)NCc1ccccc1)c1ccco1 | 5 | -8% | -15% | -7% | -5% | -6% | 47%[activator] | 8% | 12%
CCCCC(CCC(=O)Nc1nccs1)C(=O)O (stereo unspecified) | -7 | 0% | -1% | -6% | ? | 0% | 47%[activator] | 29%[2.33 µM] | 18%
Cc1ccccc1C(=O)NC1CCN(CC(=O)Nc2ccc3c(c2)OCO3)CC1 | 0 | 2% | -5% | 0% | 0% | -10% | 42%[activator] | 2% | -9%
Cn1cc(Cl)c(C(=O)NNC(=S)NC2CCCCC2)n1 | 3 | 4% | 9% | 5% | 0% | i | 19% | -6%[59 µM] | -11%
CC1CCCC(C)N1C(=O)COC(=O)c1ccc2c(c1)OCO2 (stereo unspecified) | 1 | 2% | 8% | 2% | -9% | -2% | 43%[activator] | 22% | -2%
Cc1nc(C)n(C(C)CNC(=O)c2ccco2)n1 (stereo unspecified) | 3 | 7% | 30% | -3% | 3% | 0% | 21% | nt | -12%
CCC(C)n1ncn(-c2ccc(N3CCN(c4ccc(OC)cc4)CC3)cc2)c1=O (stereo unspecified) | 2 | 35% | -9% | -6% | 3% | 13% | 18% | ? | -8%
COc1ccccc1-c1sc2ccccc2c1-c1ccc(C(C)=O)cc1 | -5 | -3% | 77%[activator] | 7% | 0% | -15% | 108%[activator] | 226%[activator] | 108%[activator]
O=C(Nc1nc2c(F)cccc2s1)C1CC1 | 0 | 2% | -9% | -2% | 3% | -2% | 36% | nt | -5%
CC(=O)Nc1ccc(NC(=O)c2ccc(NS(=O)(=O)c3cc(C(C)(C)C)cc(C)c3C)cc2)cc1 | -7 | 1% | -7% | 19% | 22% | -7% | 29% | -8%[59 µM] | -12%

(more compounds)
Compound | PI4K2A block | GLS inhibitor | BAZ2B block | ERG Ets-DNA blk | Pin1 inh | PGK inhibitor | HP1b binding inh | G9a inh | JMJD2A Tudor
CC(=O)Oc1oc(-c2ccccc2)nc1C=Nc1ccccc1 | -4 | ? | -5%[57.1 µM] | -13% | -2% | 3% | 37% | 50µM* | -18%
FC(F)(F)c1ccc(/C=N/N2CCN(Cc3cccc4ccccc34)CC2)cc1 | 6 | 5% | -30%[57.1 µM] | 2% | ? | 2% | -2% | -12% | -20%[57.1 µM]
Nc1ncc(-c2ccc([N+](=O)[O-])cc2)cn1 | -2 | 8% | -6% | 1% | 7% | 2% | 24% | 3% | -13%
COc1cc(N/N=C(\C)c2ccc(O)c(C)c2)nc(-c2ccccc2)n1 | 5 | 22% | -28% | 2% | -1% | 2% | ? | ? | ?
CCCCN(CC)CCNC(=O)Cn1cnc2sc(C)c(S(=O)(=O)N3CCOCC3)c2c1=O | 0 | 15% | 11% | -9% | -7% | 5% | 23% | -7%[59 µM] | 1%
O=C(COC(=O)CC1CC2CCC1C2)Nc1ccccc1[N+](=O)[O-] (stereo unspecified) | 0 | -2% | nt | -1% | 5% | 5% | ? | nt | 50µM*
O=C(CCCc1nc(-c2ccccc2Cl)no1)NC1CCCCC1 | 5 | -13% | -6% | -5% | -3% | 0% | 23% | 12%[12.7 µM] | -17%
Cc1cc(NC(=O)CCCn2cnc([N+](=O)[O-])n2)no1 | -2 | ? | -6% | 0% | -3% | i | 6% | 2% | -20%[11.4 µM]
O=C(Nc1nccs1)C1CCCN(S(=O)(=O)c2cccnc2)C1 (stereo unspecified) | -3 | -4% | -6% | -2% | 0% | -4% | 13% | -11% | ?
CCn1nc(C)cc1Nc1ccccc1 | -1 | nt | 8% | 4% | -3% | -16% | 7% | 9% | 8%
Cc1cccc(OCCOCCN2CCNCC2)c1C | -2 | 9% | -27% | 7% | 0% | -7% | 9% | -14%[59 µM] | -19%[57.1 µM]
CC(C(=O)OCC(=O)c1ccc(Br)cc1)N1C(=O)C2C3C=CC(C3)C2C1=O (stereo unspecified) | 0 | -13% | 12% | 1% | -5% | 1% | 21% | 20% | -6%

More results
Compound | PI4K2A block | GLS inhibitor | BAZ2B block | ERG Ets-DNA blk | Pin1 inh | PGK inhibitor | HP1b binding inh | G9a inh | JMJD2A Tudor
O=S(=O)(c1ccc(SCCOc2ccc(Cl)cc2)nc1)N1CCCC1 | 0 | 4% | 28% | -4% | 3% | 2% | 132%[activator] | -7%[59 µM] | 64%[activator]
Cc1nc2ccc(C(=O)OCc3nnc(-c4ccc(Br)cc4)o3)cc2nc1C | -2 | -15% | -8% | 19% | 6% | i | -10% | 6% | -10%
Cc1ccc(SCCNC(=O)C(CO)(CO)CO)cc1 | -5 | -1% | 2% | nt | 4% | -3% | 0% | -4% | -16%
Clc1c(CSc2nc3ccccc3o2)nc2sccn12 | -1 | -10% | 4% | 8% | -6% | -8% | 29% | -35%[12.7 µM] | -2%
Cc1ccccc1S(=O)c1ccccc1C(=O)O (stereo unspecified) | -18 | -2% | -10% | -1% | -18% | -11% | -12% | -41%[59 µM] | -6%
Cc1[nH]c(=O)[nH]c(=O)c1S(=O)(=O)Nc1ccc(F)c([N+](=O)[O-])c1 | -1 | -4% | 5% | 12% | 8% | -1% | 45%[activator] | 2% | -11%
CN(C)c1cccc(C(=O)NNC(=O)CSc2ccccc2)c1 | -2 | 0% | -11% | 10% | -6% | -3% | 12% | -9% | -13%
COC1(OC)N=C(NC(=O)Nc2ccccc2)C2(C#N)C(c3ccccc3)C12C#N (stereo unspecified) | 3 | 3% | ? | -9% | -7% | 2% | 71%[activator] | nt | -6%
CC(C)(C)c1ccc(-n2ncc3c2CCCC3NC(=O)CN2CCOC2=O)cc1 (stereo unspecified) | 3 | 2% | -5% | -5% | 0% | -1% | 17% | 11% | -28%
Cc1ccsc1/C=N/NC(=O)CNC(=O)c1cccc([N+](=O)[O-])c1C | 6 | -2% | -1% | -8% | 2% | -8% | 37% | -4% | 0%
CCOC(=O)c1ccc(NC(=O)CSCCC(=O)O)cc1 | -1 | -1% | -17% | -4% | 3% | -22% | 44%[activator] | -21% | 4%
Nc1ccccc1Nc1cc(-c2ccccc2)[nH]n1 | -6 | ? | 40µM* | 0% | ? | i | ? | 40µM* | 50µM*
Cc1ccc(NC(=O)CN(C)C(=O)CNC(=O)c2ccc3c(c2)OCO3)cc1 | -5 | 1% | 9% | 2% | -1% | -4% | 8% | -5% | -19%
Cc1ccc(N2CC(C(=O)Nc3ccccc3N3CCCC3)CC2=O)cc1 (stereo unspecified) | 10 | 5% | ? | -7% | -3% | -3% | 32% | nt | -18%
CC(C)(CO)Nc1nc(Cl)nc(NC2CCCCC2)n1 | -5 | 0% | 1% | 8% | -1% | i | 34% | 8% | -14%

Compound activity deposited in PubChem by National Center for Advancing Translational Sciences (NCATS).
